Source: PubChem BioAssay (The Scripps Research Institute Molecular Screening Center)
DDE Tn7 FP inh – inhibitors of Tn7 peptide binding to fibrin DD(E), primary screen, biochemical, fluorescence polarization, human fibrin, Tn7 probe | hit rate 0.13% among 370,000 | Fibrinogen beta chain (Homo sapiens), P02675 | FP displacement of FITC-Tn7 peptide from fibrin DD(E); 0% = median of compound wells per plate | inhibition, % at 8.3 µM;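 active = inhibition above the mean of compounds falling within the control limits plus 3 SD of them, cut at about 14% in these data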;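 note: 0% = plate median of compound wells and 100% = 10 µM Aha-Tn7 peptide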
Target sequence (P02675 whole entry, looked up): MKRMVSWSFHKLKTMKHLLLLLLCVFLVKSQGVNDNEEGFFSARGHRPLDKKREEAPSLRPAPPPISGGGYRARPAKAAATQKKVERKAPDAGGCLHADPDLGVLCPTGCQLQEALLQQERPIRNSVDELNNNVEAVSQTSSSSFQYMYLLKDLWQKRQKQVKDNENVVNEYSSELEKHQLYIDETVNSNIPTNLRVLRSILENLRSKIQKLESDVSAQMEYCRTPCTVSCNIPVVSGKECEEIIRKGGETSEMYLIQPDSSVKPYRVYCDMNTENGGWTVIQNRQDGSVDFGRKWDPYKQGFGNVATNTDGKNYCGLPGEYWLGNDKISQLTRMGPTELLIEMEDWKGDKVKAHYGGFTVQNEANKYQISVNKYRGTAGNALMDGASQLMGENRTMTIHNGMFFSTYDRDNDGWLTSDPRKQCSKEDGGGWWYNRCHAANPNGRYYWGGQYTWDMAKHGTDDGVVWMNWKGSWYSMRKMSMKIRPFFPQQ
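Also added: labelled Tn7 tracer, 0.1 µM; Assay system: human fibrin DD(E) protein; Amount: 2 µM fibrin DD(E); Schedule: 10 min compound pre-incubation, 3 h probe incubation at room temperature; Repeats: one replicate per compound; Read-out basis: percent inhibition; Measured by: fluorescence polarization of the labelled Tn7 tracer.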
PLCb3 inh – human PLC-beta3 inhibitors, primary screen, biochemical, fluorescence | hit rate 0.18% among 370,000 | 1-phosphatidylinositol 4,5-bisphosphate phosphodiesterase beta-3 (Homo sapiens), Q01970 | AID 720704, 2013 | Purified PLC-beta3, fluorogenic substrate | inhibition, % at 12.2 µM; in the data active = inhibition above about 11%;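 note: 0% = median of compound wells on plate and 100% = full blocker control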
ASAP1 GAP inh – inhibitors of human ASAP1 ArfGAP activity, primary screen, biochemical, fluorescence polarization | Arf-GAP with SH3 domain, ANK repeat and PH domain-containing protein 1 (Homo sapiens), … | inhibition, % at 16.5 µM | ASAP1-stimulated ARF1 GTP hydrolysis, GDP FP detection | hit rate 0.19% among 360,000; in the data active = inhibition above about 25%;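 note: 0% = vehicle with enzyme and substrate and 100% = no enzyme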
ARFGAP1 inh – inhibitors of rat ARFGAP1 GAP activity, primary screen, biochemical, fluorescence polarization, GDP tracer | ADP-ribosylation factor GTPase-activating protein 1 (Rattus norvegicus), Q62848 | inhibition, % at 16.5 µM | hit rate 0.26% among 360,000 | Arfgap1-stimulated ARF1 GTP hydrolysis, GDP FP detection;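 active = inhibition above a per-plate limit, mean inhibition of low control wells plus 3 SD, cut at about 25% in these data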;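 note: 0% = DMSO wells with enzyme and 100% = wells lacking Arfgap1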
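Replicates: Single well per compound | Assay system: Truncated rat Arfgap1 GAP domain | Control set: No-Arfgap1 wells (100%) versus DMSO full-reaction wells (0%) | Times: Enzyme reaction 120 min at 25 °C after 20 min preincubation | Reagent: Human ARF1(Δ1-17)-GTP substrate | Measured by: Tracer-displacement fluorescence polarization with EDTA stop, 620/688 nm | Measure: Percent inhibition of Arfgap1-stimulated GTP hydrolysis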
TDP2 absorb – human TDP2 enzyme inhibitors, primary screen, biochemical, epi absorbance, recombinant enzyme. Tyrosyl-DNA phosphodiesterase 2 (Homo sapiens), O95551. T5PNP hydrolysis, p-nitrophenol absorbance 415 nm. inhibition, % at 12.8 µM. hit rate 0.34% among 370,000;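 active = inhibition above the mean of all tested compounds plus 3 SD, set per campaign, cut at about 25% in these data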;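 note: 0% = DMSO with enzyme and 100% = buffer with substrate but no TDP2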
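Assay system: recombinant human TDP2 / Reagent: T5PNP substrate at 5 mM, a TopII-DNA adduct mimic / Measured by: epi absorbance from released p-nitrophenol / Evaluation: % inhibition relative to enzyme-containing and enzyme-free wells / Control set: enzyme-free and DMSO wells / Replicates: each compound tested once, singlicate / Schedule: enzyme reaction with compound for 2 h at 37 °C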
ADAM17 inh – ADAM17 inhibitors, primary screen, biochemical, QFRET. Disintegrin and metalloproteinase domain-containing protein 17 (Homo sapiens), P78536. recombinant ADAM17, EDANS/DABCYL FRET peptide cleavage. inhibition, % at 6.95 µM. hit rate 0.83% among 370,000;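 active = inhibition above the mean of compounds lying between control limits plus 3 SD, set per campaign, cut at about 8.5% in these data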;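 note: 0% = DMSO-only wells as the low control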
Tn6 DDE FP – inhibitors of Tn6 peptide binding to fibrin DD(E), primary screen, biochemical, fluorescence polarization, human fibrin, Tn6 probe. Fibrinogen beta chain (Homo sapiens), P02675. Fibrin DD(E) TRITC-Tn6 fluorescence polarization displacement. inhibition, % at 8.3 µM. hit rate 0.21% among 370,000. AID 720509, 2013;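 active = inhibition above a per-campaign cutoff: mean of compounds within control limits plus 3 SD, cut at about 15% in these data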;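 note: 0% = median of all compound wells on the plate and 100% = blocking peptide control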
PLC-gamma1 inh – PLC-gamma1 enzyme inhibitors, primary screen, biochemical, fluorescence, purified enzyme | 1-phosphatidylinositol 4,5-bisphosphate phosphodiesterase gamma-1 (Homo sapiens), P19174 | fluorogenic substrate | inhibition, % at 12.2 µM | hit rate 0.84% among 370,000 | AID 720700, 2013; in the data active = inhibition above about 9.5%
ADAM10 inh – human ADAM10 inhibitors, primary screen, biochemical, QFRET, HTS; Disintegrin and metalloproteinase domain-containing protein 10 (Homo sapiens), O14672; recombinant ADAM10, EDANS/DABCYL FRET peptide cleavage, 3 h; inhibition, % at 7 µM; hit rate 0.62% among 370,000; AID 720582, 2013;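 active = inhibition above a per-campaign cutoff equal to the mean of compounds falling between control-based bounds plus 3 SD, cut at about 20% in these data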;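 note: 0% = DMSO wells while the 100% control is not disclosed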
Target sequence (O14672 214-748 limits assumed): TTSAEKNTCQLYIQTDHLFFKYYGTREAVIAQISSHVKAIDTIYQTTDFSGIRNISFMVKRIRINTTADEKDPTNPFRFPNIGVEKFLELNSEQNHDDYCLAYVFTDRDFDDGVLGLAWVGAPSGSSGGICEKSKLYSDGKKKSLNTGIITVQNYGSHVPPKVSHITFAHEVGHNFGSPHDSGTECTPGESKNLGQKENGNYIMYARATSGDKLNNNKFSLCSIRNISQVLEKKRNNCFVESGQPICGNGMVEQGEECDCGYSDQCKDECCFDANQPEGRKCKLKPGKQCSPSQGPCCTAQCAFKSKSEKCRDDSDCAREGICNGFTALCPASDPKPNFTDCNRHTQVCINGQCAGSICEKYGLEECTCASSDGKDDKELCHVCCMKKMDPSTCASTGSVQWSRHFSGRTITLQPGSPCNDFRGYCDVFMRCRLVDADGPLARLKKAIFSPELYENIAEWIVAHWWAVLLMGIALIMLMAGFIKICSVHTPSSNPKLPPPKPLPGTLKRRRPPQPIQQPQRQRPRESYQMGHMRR
SIAE inh – human SIAE inhibitors, primary screen, biochemical, fluorescence polarization, FP-Rh probe, 1536-well HTS. Sialate O-acetylesterase (Homo sapiens), Q9HAT2. SIAE FP-Rh probe binding. inhibition, % at 9.66 µM. hit rate 0.69% among 370,000. AID 1053197, 2014;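 active = inhibition above a cutoff: mean of compounds within the control limits plus 3 SD of those, cut at about 17% in these data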;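 note: 0% = plate median of compound wells and 100% = probe without SIAE protein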
Numbers without * were called inactive; i = inactive; · = no result given.

SMILES	DDE Tn7 FP inh	PLCb3 inh	ASAP1 GAP inh	ARFGAP1 inh	TDP2 absorb	ADAM17 inh	Tn6 DDE FP	PLC-gamma1 inh	ADAM10 inh	SIAE inh
CCOc1cc(N2CCOCC2)c(OCC)cc1NC(=O)c1nc2nc(C)cc(C)n2n1	-5	1	-6	8	7	0	-2	0	5	5
Cc1ccc(S(=O)(=O)N2CCCC2)cc1C(=O)O	4	4	-6	-6	3	-1	0	3	2	0
CN1CCN(C(=O)c2ccc(C(C)(C)C)cc2)CC1	-3	-1	14	8	-11	-2	-6	4	-6	-5
COc1cc(OC)cc(C(=O)NC(=S)Nc2cccnc2)c1	2	6	-7	8	-11	3	6	4	11	8
CCOc1ccc2nc3sc(C(=O)N4CCN(C)CC4)c(N)c3cc2c1	-10	-203	-5	2	4	-28	2	-172	-104	-3
CC1=CC=CC2=NC(=O)CC(C)(C(=O)N(CC(=O)NC3CCCC3)c3ccccc3C)N12 (stereo not given)	10	-128	9	-15	5	-376	-2	-98	i	12
CCOc1ccc(C(=O)NCCC2=CCCCC2)cc1OCC	0	5	-1	-4	-13	0	9	11*	4	-6
CCC(C(=O)OCC(=O)Nc1ccc(C)c(S(=O)(=O)N2CCOCC2)c1)c1ccccc1 (stereo not given)	6	-8	15	-1	-10	-2	1	-1	4	-2
CCOC(=O)c1oc2ccccc2c1NC(=O)C(C)(C)C	5	-4	-9	15	-3	-5	10	2	-4	3
COc1ccc(N2CCN(C(=O)CNC(=O)c3cn(-c4ccccc4OC)c(=O)c4ccccc34)CC2)cc1	-5	-4	2	-7	0	-3	7	3	-2	-3
Cc1cccc(C(=O)c2ccccc2C(=O)O)c1O	-11	4	-4	3	-4	-2	1	4	0	2
O=S(=O)(NCc1cccnc1)c1ccc(Cl)c2ccccc12	4	-5	-8	-3	-3	-4	1	-1	-1	6
Cc1[nH][nH]c(=O)c1N=Nc1ccc(F)cc1	3	-2	16	-14	-9	-3	2	4	-4	-4
O=C(CN1CCN(c2ccc(O)cc2)CC1)Nc1cc(S(=O)(=O)N2CCCCC2)ccc1Cl	-2	5	-9	6	-18	10*	1	0	17	21*
COc1cc2c(cc1OC)CN(C(=O)c1cc(S(=O)(=O)N3CCOCC3)c(Cl)cc1Cl)CC2	-8	-4	-1	8	-17	2	4	1	-6	-5
Cc1ccc(-c2c(C)n([O-])c3c([n+]2=O)CCCC3)cc1	-2	4	-5	5	5	0	-2	2	0	2
COC(=O)CC1C(=O)NCCN1C(=O)CSc1nnnn1-c1ccc(OC)cc1 (stereo not given)	-1	2	3	4	4	0	6	1	-1	8
O=C(CSc1nc(O)c(Cc2ccccc2)c(=O)[nH]1)Nc1nnc(SCc2ccccc2)s1	3	-4	-16	-1	-3	-1	5	-2	-3	1
COc1ccccc1NS(=O)(=O)c1ccc(Cl)c(NC(=O)CN2C(=O)c3ccccc3C2=O)c1	4	-3	0	3	-12	3	-11	6	8	-8
Cc1cc(NC(=O)COC(=O)C2CC(=O)N(c3ccc(Br)cc3)C2)no1 (stereo not given)	1	-12	1	2	10	-1	-4	0	-4	0
O=C(NNC(=S)Nc1ccc(F)cc1)c1cccc([N+](=O)[O-])c1	6	-7	5	1	4	1	-3	-1	-4	5
CCn1nc(C)c(Br)c1-c1nc(CS(=O)(=O)c2ccsc2)no1	6	-6	-7	7	9	-2	6	0	-6	-7
CC(C(=O)N1CCN(c2ccc([N+](=O)[O-])cc2)CC1)N1C(=O)C2CC=CCC2C1=O (stereo not given)	0	-6	1	10	1	3	-12	2	2	2
Fc1ccccc1-c1n[nH]c(=S)n1N=Cc1ccc(-c2ccccc2)cc1	0	-1	·	·	-3	0	-5	3	4	6
COc1cc(NC(=O)CCN2CCOCC2)cc(OC)c1	-3	-2	0	-5	-2	-4	6	2	-6	5
CC(C)N1CCC2(CC1)N=C(c1ccc3c(c1)OCO3)CC(c1cc(Cl)ccc1O)N2 (stereo not given)	1	-12	-9	5	-14	5	5	-7	9	-15
CCCC(=O)Nc1c2c(nn1-c1ccc(C)cc1)CS(=O)(=O)C2	-4	-2	-6	-4	4	-1	-1	2	2	-4
Cc1ccc(N=C(NOC(=O)c2ccccc2)c2nonc2N)c(C)c1	-1	0	-2	13	-3	6	-4	-1	16	-13
COCCCNC(=S)N/N=C/c1ccccc1O	-1	-165	-3	0	-20	-29	-2	-111	-85	4
O=C(Cn1c(=S)[nH]c2ccccc21)c1ccccc1	2	0	-1	5	-5	1	2	0	-2	3
COc1ccc(Cl)cc1C(=O)Nc1ccc(S(N)(=O)=O)cc1	5	3	0	-2	1	-3	2	-1	-3	-1
COc1ccc(S[C@]2(C(=O)N3CCOCC3)CC(=O)N(C(=O)/C=C/c3ccccc3)[C@@H]2c2ccc(OC)cc2)cc1	7	0	·	·	-8	2	-1	-1	6	-1
Cc1ccc(NC(=S)N2CCC(O)CC2)c(C)c1	-2	1	4	9	-1	5	7	2	-2	7
CC(=O)/C(=C/N(C)C)C(=O)Nc1ccc(Cl)cc1Cl	-1	-3	-8	-1	7	-1	-1	-2	1	5
CC(C)(C)[C@@H]1C=C(C(=O)N2CCOCC2)O[C@H](OCc2ccc(CO)cc2)C1	4	0	10	8	4	-3	0	0	-2	1
COc1ccc(C(=O)CN2C(=O)NC3(CCc4ccccc43)C2=O)cc1 (stereo not given)	-5	1	8	-1	-25	4	-1	8	3	-4
CC1CN(CCCOc2ccccc2-c2ccccc2)CC(C)O1 (stereo not given)	-5	2	-1	11	-1	1	4	3	5	-1
COc1cccc(C(=O)COc2ccc(NC(=O)c3ccccc3)cc2)c1	8	-4	-16	4	4	-4	-1	5	7	9
COc1ccc(Cl)cc1C(=O)n1cnc2ccccc21	2	-6	-1	14	16	-2	-1	-1	-8	1
CCn1nc(C(=O)OCC(=O)N2c3ccccc3CC2C)c2ccccc2c1=O (stereo not given)	4	1	-12	-2	3	1	6	2	9	-5
CN1C(=O)COc2ccc(C(=O)c3ccccc3C(=O)O)cc21	4	-1	1	1	-8	-1	-1	4	-5	3
CN(C)c1ccc(C(=S)NCc2ccco2)cc1	3	-51	-6	11	0	-14	-3	-44	-27	5
COC(=O)CCCCCCCC(=O)Nc1nnc(C(F)(F)F)s1	-3	-8	-6	16	1	-2	8	-1	0	-1
Cc1cc(N=Nc2ccc(Cl)cc2)cc(CN2CCOCC2)c1O	-10	0	2	-3	-7	-1	4	1	-3	-3
O=C(Nc1ccnn1C1CCN(Cc2cccc(F)c2F)CC1)C1CCCC1	-1	-5	-2	-9	8	-3	-2	0	-2	1
Cc1nn(CC#N)c(=O)n1-c1cccc(F)c1	-2	3	22	-1	-3	-2	7	6	1	-1
Cc1ccc(C(=O)Nc2cccc(C(=O)NCc3ccco3)c2)cc1	-6	1	-2	10	-8	1	6	-1	-4	-8
COC(=O)c1ccc(N2C(=O)C3CC=CC(C)C3C2=O)cc1 (stereo not given)	-7	4	-12	-11	0	3	-2	10*	5	-5
COc1ccc(OCCNC(=O)c2ccc(C)cc2)cc1	-1	-8	3	4	1	-4	-4	-1	-3	-6
CCc1ccccc1-n1nnc(-c2ccccc2)n1	9	-2	-1	4	-2	-5	8	-1	-3	-8
Nc1nc2sc3c(c2c(=O)s1)CCCC3	5	0	1	-1	5	-2	-2	-1	1	14
COc1ccc(C(CNC(=O)CCNC(=O)c2ccccc2OC)N2CCCC2)cc1 (stereo not given)	2	-17	-13	-4	3	-9	10	-11	-16	13
CCCC1=NN2C(=N)/C(=C\c3cc(C)n(-c4cccc(C)c4)c3C)C(=O)N=C2S1	-5	-7	-15	11	4	-4	8	-9	-8	2
O=C(CCNS(=O)(=O)c1ccc2[nH]c(=O)oc2c1)NCc1ccccc1	-10	1	8	-3	19	0	12	2	-4	1
CCN1CCN(C(c2nnnn2Cc2ccc3c(c2)OCO3)C(C)C)CC1 (stereo not given)	6	2	-16	0	16	-6	-3	1	-20	4
CCOc1ccc(C(=O)NNC2CC(=O)N(Cc3ccc(Cl)cc3)C2=O)cc1OC (stereo not given)	7	-18	5	4	1	-3	1	-7	8	-3
O=C(NCCN1CCOCC1)c1cnn2c1NC(c1cccs1)CC2C(F)(F)F (stereo not given)	-1	-1	-7	-8	4	3	0	2	0	13
O=C(O)c1cc(=O)[nH]c2ccccc12	7	-16	-10	-10	5	-19	-2	-12	-74	7
CC(=O)N1CCc2cc(S(=O)(=O)CCC(=O)NCc3ccc(F)cc3)ccc21	0	-7	5	0	2	-4	5	3	-2	7
Cc1ccc(CCNS(=O)(=O)c2ccc3c(c2)NC(=O)C(C)C(=O)N3)cc1 (stereo not given)	0	-1	2	11	-6	-6	-10	6	-6	-7
